CASP6 VEID inh – blocks human caspase-6 cleavage activity; purified caspase-6, Z-VEID-R110 cleavage fluorescence; actives 0.53% (n = 350,000); inhibition, % at 12.5 µM;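 active = mean inhibition across replicates at least about 35%, with every replicate also reaching that limit, limit read from the data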;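 also: 0% = median of neutral control wells and 100% = no fluorescence left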
Target sequence (P55212 24-179 limits assumed): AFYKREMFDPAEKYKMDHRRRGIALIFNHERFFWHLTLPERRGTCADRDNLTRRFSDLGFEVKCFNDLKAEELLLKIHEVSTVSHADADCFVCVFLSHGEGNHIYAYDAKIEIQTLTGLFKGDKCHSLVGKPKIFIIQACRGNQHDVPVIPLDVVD
Target sequence (P55212 194-293 limits assumed): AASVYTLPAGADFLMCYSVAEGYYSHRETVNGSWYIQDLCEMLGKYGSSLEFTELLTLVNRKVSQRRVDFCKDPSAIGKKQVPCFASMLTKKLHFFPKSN
ERp5 inh – ERp5 (human) disulfide isomerase inhibition; Q15084; ERp5 insulin aggregation, absorbance 650 nm, 90 min; inhibition, % at 9.99 µM; actives 0.05% (n = 350,000);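 active = mean replicate inhibition above about 25%, with every replicate also reaching it, limit read from the data, passing the limit was not always enough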
Target sequence (Q15084 whole entry, looked up): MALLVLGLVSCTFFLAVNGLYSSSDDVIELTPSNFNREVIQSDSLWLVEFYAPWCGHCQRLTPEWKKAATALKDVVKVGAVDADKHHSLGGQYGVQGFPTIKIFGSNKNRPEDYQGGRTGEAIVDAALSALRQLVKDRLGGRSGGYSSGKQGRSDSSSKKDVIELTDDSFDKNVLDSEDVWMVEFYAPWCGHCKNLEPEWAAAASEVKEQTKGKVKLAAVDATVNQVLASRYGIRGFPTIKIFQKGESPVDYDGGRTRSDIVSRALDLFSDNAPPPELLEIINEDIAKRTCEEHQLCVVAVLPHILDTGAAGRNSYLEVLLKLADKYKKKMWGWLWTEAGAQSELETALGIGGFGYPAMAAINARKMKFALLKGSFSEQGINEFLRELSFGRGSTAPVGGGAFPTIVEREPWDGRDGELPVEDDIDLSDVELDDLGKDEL
miR-122 sensor – miR-122 inhibition in Huh7 cells | Huh7 miR-122 Renilla luciferase sensor, 48 h; neutral wells = 0, positive control = 100 | activation (reporter increase), % at 12.5 µM | actives 0.3% (n = 340,000) | AID 602342;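 active = mean replicate activation score at least 90 and every replicate individually at or above 90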;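 also: higher luciferase means less miR-122 activity so hits act as miR-122 inhibitors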
ERAP1 HTS inh – blocks human ERAP1 aminopeptidase activity | Q9NZ08 | recombinant ERAP1, Leu-AMC fluorescence, 60 min | inhibition, % at 10.7 µM | actives 0.15% (n = 340,000) | AID 652197;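 active = mean replicate inhibition of at least 30%, or all replicates individually reaching that 30% level; inactive = mean below 30% and not every replicate reaching it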;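 also: 0% = neutral control wells and 100% = L-leucinethiol positive control wells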
CFTR F508del cor – CFTR F508del correction in bronchial cells; CFBE cells, YFP halide quenching; stimulated with forskolin plus potentiator P3; % fluorescence drop versus neutral controls; activity (quench increase), % at 7.58 µM; actives 0.36% (n = 350,000); AID 720511;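 active = mean added fluorescence quench of at least 8% versus neutral control, with both replicates also reaching 8%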;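 also: cells transiently co-express mutant CFTR-F508del with the halide-sensitive YFP; corrector assay measuring rescue of mutant channel to the surface after 24 h compound exposure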
SIRT5 block – inhibitors of human sirtuin-5 desuccinylase; actives 1.1% (n = 330,000); Purified SirT5, succinyl-peptide AMC, trypsin-coupled fluorescence; inhibition, % at 15 µM; Q9NXA8; AID 652115; in the data active = inhibition above about 15%
Target sequence (Q9NXA8 whole entry, looked up): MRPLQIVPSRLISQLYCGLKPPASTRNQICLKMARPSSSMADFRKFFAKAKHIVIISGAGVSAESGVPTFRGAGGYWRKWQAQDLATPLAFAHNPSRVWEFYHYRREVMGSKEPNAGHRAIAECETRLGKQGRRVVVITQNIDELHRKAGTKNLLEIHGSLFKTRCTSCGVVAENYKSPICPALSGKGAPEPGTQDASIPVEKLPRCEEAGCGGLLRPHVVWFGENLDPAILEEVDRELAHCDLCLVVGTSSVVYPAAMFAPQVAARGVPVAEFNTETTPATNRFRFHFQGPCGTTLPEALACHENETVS
DENV2 CPE rescue – protects cells from dengue virus 2 cytopathic effect. DENV2-infected cells, cytopathic effect rescue, plate reader. CPE inhibition, % at 9.99 µM. actives 1.7% (n = 350,000). AID 651640; in the data active = CPE inhibition above about 20%, passing the limit was not always enough; tested in BHK-21 cells;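 also: 0% = median of neutral control wells and 100% = median of positive control wells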
* marks the source's active call; other numbers are inactive results; nt = no result given; [ ] = dose if it differs, or a comment. An unsorted share of the library. Share with any hit: about 4%.

structure,CASP6 VEID inh,ERp5 inh,miR-122 sensor,ERAP1 HTS inh,CFTR F508del cor,SIRT5 block,DENV2 CPE rescue
CC(C)(C)C1(O)CC(C(F)(F)F)=NN1C(=O)CCc1ccccc1 (stereo not given),-1.1,-3.1,nt,-2.0,nt,-3.9,4.1
Cc1cc(C)c(CN2CCN(C(=O)Cn3cc(C)c(=O)[nH]c3=O)CC2)c(C)c1,-2.3,5.3,nt,1.3,-1.0,4.8,-6.7
CSc1nc2ccc3nc(NC(=O)c4ccccc4)sc3c2s1,-3.1,3.7,7.6,7.3,1.9,-0.4,3.5
O=[N+]([O-])c1ccc(N2CCN(Cc3ccccc3)CC2)s1,-1.5,-1.5,-2.8,0.5,0.2,-1.1,-1.6
COc1ccc(-c2c(C#Cc3ccsc3)c3cc(-c4ccc(OC)nc4)ccc3n2C)cc1,0.4,-4.3,nt,-1.2,1.3,nt,-10.1
O=C(CCC1CCCN(Cc2cccc3c2OCO3)C1)NCc1ccc(F)c(F)c1 (stereo not given),6.1,-2.5,nt,-1.9,-1.5,37.8*,2.7
O=C(O)CCC(=O)N1CCCC1,-2.7,-0.1,nt,2.5,-3.6,-1.0,-3.7
COc1ccc([C@@H]2CC(=O)[C@@H]3CN(S(=O)(=O)c4ccc(Cl)cc4)[C@H](c4ccc(C)cc4)C[C@@H]3N2S(=O)(=O)c2ccccc2)cc1,-3.2,-1.1,-3.4,-0.8,3.8,2.1,-7.3
O=C(c1cc2ccccc2cc1O)N1CCN(c2cccc(Cl)c2)CC1,0.1,1.8,nt,1.8,0.8,-1.7,8.3
Cc1ccc(C)n1C1CCS(=O)(=O)C1 (stereo not given),-0.3,-12.1,5.2,-5.8,nt,0.1,nt
Brc1ccc(OCCN2CCOCC2)cc1,-7.5,0.6,nt,-3.8,-0.2,-1.2,-6.3
COc1cccc(N=Cc2ccc(O)cc2O)c1,-0.6,-2.1,1.4,0.0,-6.8,4.8,0.6
CCOC(=O)Cc1csc(SC(C)C(=O)NC2CCCCC2C)n1 (stereo not given),-1.4,3.5,-8.7,-1.6,1.7,-1.4,-4.4
CC(C)CCC1(CCNC(=O)c2cccs2)CCOC(C)(C)C1 (stereo not given),-3.6,3.4,nt,nt,-0.3,1.4,-10.8
CNC[C@H]1Oc2cc(C#Cc3cccc(OC)c3)ccc2S(=O)(=O)N([C@@H](C)CO)C[C@@H]1C,-5.4,-1.2,-7.9[16.7 µM],-1.9,-0.3,-8.2,-0.1
CC1(C)CC(NC(=O)c2ccc(Cl)c(S(=O)(=O)N(Cc3ccccc3)c3ccccc3)c2)CC(C)(C)N1,4.6,-0.6,-14.3,2.8,-4.4,-0.6,-6.9
CC1=C(C(=O)Nc2cc(C(=O)N(C)Cc3ccccc3)ccc2C)SCCO1,-2.1,1.0,9.9,3.0,1.6,1.9,0.9
C[C@H](CO)N1C[C@H](C)[C@H](CN(C)Cc2ccc(Oc3ccccc3)cc2)Oc2ccc(NC(=O)Cc3cn(C)c4ccccc34)cc2C1=O,1.5,9.3,-7.5[16.7 µM],0.4,-1.3,3.4,-2.8
C[C@H](CO)N1C[C@H](C)[C@H](CN(C)Cc2ccc(C(F)(F)F)cc2)OCCCC[C@H](C)Oc2ccc(NC(=O)Nc3ccc4c(c3)OCO4)cc2C1=O,-1.1,1.0,3.9[16.7 µM],-5.2,3.2,-1.4,-3.2
CCN(C(=O)C1CC1)C1CCS(=O)(=O)C1 (stereo not given),-0.6,3.8,nt,2.2,1.1,-9.3,-0.5

SIRT5 block: entries above that show a hit
structure,CASP6 VEID inh,ERp5 inh,miR-122 sensor,ERAP1 HTS inh,CFTR F508del cor,SIRT5 block,DENV2 CPE rescue
O=C(CCC1CCCN(Cc2cccc3c2OCO3)C1)NCc1ccc(F)c(F)c1 (stereo not given),6.1,-2.5,nt,-1.9,-1.5,37.8*,2.7

Returning to the listing; the two compounds before the break are reprinted first.
structure,CASP6 VEID inh,ERp5 inh,miR-122 sensor,ERAP1 HTS inh,CFTR F508del cor,SIRT5 block,DENV2 CPE rescue
C[C@H](CO)N1C[C@H](C)[C@H](CN(C)Cc2ccc(C(F)(F)F)cc2)OCCCC[C@H](C)Oc2ccc(NC(=O)Nc3ccc4c(c3)OCO4)cc2C1=O,-1.1,1.0,3.9[16.7 µM],-5.2,3.2,-1.4,-3.2
CCN(C(=O)C1CC1)C1CCS(=O)(=O)C1 (stereo not given),-0.6,3.8,nt,2.2,1.1,-9.3,-0.5
COc1cc(/C=C2/SC(=S)N(Cc3ccccc3)C2=O)ccc1OCC(=O)O,19.4,-3.7,nt,-0.4,3.1,8.7,-4.0
C[C@@H]1CN([C@H](C)CO)S(=O)(=O)c2ccc(-c3cncnc3)cc2O[C@@H]1CN(C)C(=O)Cc1ccccc1,0.2,-0.3,1.6[16.7 µM],1.4,-4.0,2.5,nt
COc1ccc(CCN2C(=O)C(O)=C(C(C)=O)C2c2ccccc2OC)cc1OC (stereo not given),3.4,4.8,-4.5,-3.1,-1.2,0.8,-4.0
O=C(CCN1C(=O)/C(=C/c2ccccc2F)SC1=S)NC1C=CS(=O)(=O)C1 (stereo not given),-1.1,nt,-2.0,2.7,-0.6,-4.7,2.5
CC(C)(C)OC(=O)N(CCc1ccccc1)Cc1ccc(OCc2cccc(NC(=O)C3CC3)c2)cc1,-2.8,-6.7,nt,5.8,-0.4,18.3*,0.2
COc1ccc2cc(CCNC(=O)CCc3ccccc3)c(=O)[nH]c2c1,-2.6,3.7,0.2,0.8,0.5,-2.3,-5.0
Cn1c(=O)oc2cc(S(=O)(=O)NCCN3CCN(c4ccccc4F)CC3)ccc21,-1.3,2.0,-0.9,-0.3,-2.9,1.7,-8.3
CCOC(=O)c1ccc(NC(=S)NC(=O)COc2ccccc2)cc1,1.5,6.6,nt,10.7,nt,1.7,4.3
CS(=O)(=O)c1ccc(-c2nnc(NC(=O)c3ccco3)o2)cc1,2.7,2.7,nt,-4.2,-2.9,0.1,-6.6
CCOc1ccc(C(=O)NCc2ccco2)cc1OC,-0.5,4.3,1.6,-2.6,-2.3,-4.1,1.2
C[C@@H]1CN([C@H](C)CO)C(=O)c2cc(NS(=O)(=O)c3cccs3)ccc2O[C@@H](C)CCCCO[C@H]1CN(C)Cc1ccccc1,3.9,5.8,2.2[16.7 µM],2.4,-2.4,-2.1,-4.1
O=C(CCNC(=O)N1CC(=O)Nc2ccccc21)NCCc1ccc(Cl)cc1,-3.5,2.6,2.2,0.9,-2.5,nt,-8.3
CC(=O)Nc1cccc(-c2ccnc3c2CC(C(=O)Nc2ccc(F)c(Cl)c2)O3)c1 (stereo not given),nt,2.2,-3.7,-1.0,-1.2,-6.6,12.3
CC(C)c1ccc(N(C(=O)c2snc(C(N)=O)c2N)C(C(=O)NCC2CCCO2)c2ccc(N(C)C)cc2)cc1 (stereo not given),-0.9,-2.0,-10.9,-4.8,5.0,nt,31.8*
Cc1ccc(C)c(C(=O)NC(C)CCc2ccccc2)c1 (stereo not given),-3.3,0.9,-9.3,1.3,-0.7,-3.6,2.3
COC(=O)c1cc(C(=O)OCC(=O)N(C)C2CCS(=O)(=O)C2)cc([N+](=O)[O-])c1 (stereo not given),-0.3,0.7,-6.7,1.3,-1.8,-4.3,10.7
CC(OC(=O)c1cc2sccc2n1C)C(=O)NC(C)(C)C (stereo not given),-0.9,1.1,nt,-1.7,0.4,nt,3.4
O=C(CCOc1ccccc1)Nc1cccc([N+](=O)[O-])c1,-2.8,-2.1,12.1,-1.4,-3.8,-1.5,12.9
CCN(CC)C(=O)CSc1nnc(-c2cc(-c3ccc(Cl)cc3)nc3ccccc23)o1,-1.8,4.2,-3.5,3.4,-0.5,-7.9,-9.0
O=C(CC1CC1)N1CC2(C1)[C@H](c1ccccc1)[C@@H](CO)N2Cc1cccc(F)c1,-0.2,-3.7,nt,-1.8,-1.5,0.4,-4.3

The list goes on.
Values run as follows: CASP6 VEID inh	ERp5 inh	miR-122 sensor	ERAP1 HTS inh	CFTR F508del cor	SIRT5 block	DENV2 CPE rescue
Cc1noc(C)c1NC(=O)N(C)C[C@@H]1OCCCC[C@H](C)Oc2ccc(NC(=O)Nc3ccc(F)cc3)cc2C(=O)N([C@H](C)CO)C[C@@H]1C
→ 0.0	-0.7	-3.6[16.7 µM]	1.4	-0.6	-7.3	2.8
CCNS(=O)(=O)c1ccc(CCC(=O)NCc2ccc3c(c2)OCO3)cc1
→ 1.4	1.7	-2.4	-2.9	1.2	-7.1	-4.4
COC(=O)Cn1c(-c2ccc(OC)cc2)c(-c2ccc(OC)cc2)nnc1=O
→ 18.3	1.8	-6.9	0.5	0.7	3.6	-0.6
O=C(Nc1nnc([C@H]2C[C@H](O)[C@@H](CO)O2)s1)c1cccc(OC(F)(F)F)c1
→ -1.0	-1.1	-0.3	-3.4	-2.1	nt	2.2
C/C(=N\NC(=O)Cc1cccn1C)c1ccc([N+](=O)[O-])cc1
→ 1.6	-4.0	-0.5	4.2	-0.2	-5.7	1.7
CC1CCN(c2ccc3c(c2)S(=O)(=O)c2cccc(C(=O)NC4CC4)c2C3=O)CC1
→ -8.0	-5.7	1.0	0.2	2.5	nt	nt
CCn1cc(C(=O)Nc2ccc(Cl)cc2Cl)cn1
→ 0.9	-1.9	2.5	nt	-1.4	-1.9	5.5
CC(O)CN(Cc1cccc(Cl)c1)CC(C)O (stereo not given)
→ -0.5	8.2	-16.1	-4.5	0.1	1.1	14.1
C[C@H](O)C#Cc1cnc2c(c1)C(=O)N([C@H](C)CO)C[C@@H](C)[C@@H](CN(C)C(=O)Nc1ccc(C(F)(F)F)cc1)O2
→ -2.5	-3.4	nt	-0.6	-0.5	-2.9	-2.9
Cc1noc(C)c1S(=O)(=O)N(C)C[C@@H]1OCCCC[C@H](C)Oc2ccc(NC(=O)Nc3cccc4ccccc34)cc2C(=O)N([C@H](C)CO)C[C@H]1C
→ -0.6	2.3	11.4[16.7 µM]	3.7	-1.7	1.4	-5.0
Cc1ccc(S(=O)(=O)N(C)C)cc1NC(=O)COC(=O)C1COc2ccccc2O1 (stereo not given)
→ 0.4	5.8	nt	-2.1	1.7	-2.9	-2.7
CC(=O)Nc1ccc(NC(=O)CSc2nnnn2-c2ccc(F)cc2)cc1
→ 3.1	3.6	-6.0	3.1	-0.4	-2.1	-4.1
Cc1ccc(C(=O)CSc2nnc(C(C)C)n2C)cc1C
→ -0.6	-3.0	nt	2.7	-3.2	0.1	2.5
O=C(CNCCc1ccc(F)cc1)Nc1cc(F)ccc1F
→ -3.3	1.1	-9.1	0.4	-1.4	-0.1	17.3
O=C1C[C@@](C(=O)NCC(F)(F)F)(c2ccc([N+](=O)[O-])cc2)[C@@H](c2ccc(CO)cc2I)N1C1CCCCC1
→ 2.4	-0.6	nt	0.8	2.7	-0.8	9.8
COc1ccc(CC(=O)Nc2nnc(-c3cccc([N+](=O)[O-])c3)s2)cc1
→ -0.5	5.8	nt	2.3	-0.6	-3.8	3.2
CC1(C(=O)NS(=O)(=O)c2ccccc2)CCN1C(=O)CC1CCCCC1 (stereo not given)
→ -1.9	-1.5	17.7	0.5	2.1	-2.6	-1.0
CC(C)CC#Cc1ccc2c(c1)O[C@H](CN(C)CC1CC1)[C@H](C)CN([C@@H](C)CO)S2(=O)=O
→ 1.5	-0.4	23.4[16.7 µM]	0.6	-1.7	4.5	-3.1

Three compounds already listed, sorted by their value in CASP6 VEID inh, low to high.
Values run as follows: CASP6 VEID inh	ERp5 inh	miR-122 sensor	ERAP1 HTS inh	CFTR F508del cor	SIRT5 block	DENV2 CPE rescue
CC1CCN(c2ccc3c(c2)S(=O)(=O)c2cccc(C(=O)NC4CC4)c2C3=O)CC1
→ -8.0	-5.7	1.0	0.2	2.5	nt	nt
CC1(C(=O)NS(=O)(=O)c2ccccc2)CCN1C(=O)CC1CCCCC1 (stereo not given)
→ -1.9	-1.5	17.7	0.5	2.1	-2.6	-1.0
O=C(Nc1nnc([C@H]2C[C@H](O)[C@@H](CO)O2)s1)c1cccc(OC(F)(F)F)c1
→ -1.0	-1.1	-0.3	-3.4	-2.1	nt	2.2
